Screening results as filed in PubChem BioAssay.
core dimer inh = HCV core protein dimerization inhibition; 300,000 compounds, 0.33% hits; AID 1899; inhibition, % at 5 µM; TR-FRET GST/Flag-core106 dimerization, 1536-well;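 active = inhibition above the mean of all tested compounds plus 3 SD, set per screening campaign, cut at about 45% in these data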
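System – GST-tagged and Flag-tagged HCV core protein residues 1-106 · Repeats – one well for each compound · Technique – TR-FRET 671 and 617 nm emission · Doses – one concentration, 5 µM, in 0.5% DMSO · Times – 4 h, 22.5 °C incubation · Also added – Eu donor and XL665 acceptor anti-tag antibodies · Measure – percent inhibition of core106 dimerization signal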
proCasp7 act = activates human procaspase-7, counter-screen for procaspase-3 activators; P55210; 330,000 compounds, 0.093% hits; AID 463210; recombinant procaspase-7, Ac-DEVD-pNA absorbance 405 nm; D23A/D198A/D206A triple mutant, cannot self-cleave; scale: DMSO 0, 5 µM enzyme 100; activation, % at 8.5 µM;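 active = percent activation above the screen-wide mean plus 3 SD, cut at about 25% in these data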
Target sequence (P55210 whole entry D23A/D198A/D206A): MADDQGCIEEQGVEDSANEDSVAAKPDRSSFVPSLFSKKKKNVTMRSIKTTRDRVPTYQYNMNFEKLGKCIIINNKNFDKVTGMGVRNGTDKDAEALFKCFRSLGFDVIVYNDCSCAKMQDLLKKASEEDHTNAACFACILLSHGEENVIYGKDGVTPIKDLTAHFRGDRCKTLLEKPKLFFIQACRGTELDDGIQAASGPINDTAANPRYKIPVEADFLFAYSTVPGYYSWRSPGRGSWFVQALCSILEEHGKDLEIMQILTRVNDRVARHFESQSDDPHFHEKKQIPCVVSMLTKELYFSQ
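Test system: Procaspase-7 triple mutant (PC-7 D3A). Also added: Ac-DEVD-pNA substrate, 400 µM as added. Schedule: 1 h enzyme–compound preincubation and 2 h substrate reaction, both 25 °C. Signal: p-Nitroaniline absorbance at 405 nm, read at 0 and 120 min. Control set: low DMSO alone, high DMSO plus 5 µM PC-7.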
PP1 counter = blocks human PP1-alpha phosphatase, a PP5 counter-screen; inhibition, % at 6.7 µM; P62136; 320,000 compounds, 0.9% hits; purified PP1alpha, OMFP fluorescence; AID 2235;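 active = inhibition above the mean inhibition of all tested compounds plus 3 SD, computed separately for each screening campaign, cut at about 15% in these data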
Target sequence (P62136 whole entry, looked up): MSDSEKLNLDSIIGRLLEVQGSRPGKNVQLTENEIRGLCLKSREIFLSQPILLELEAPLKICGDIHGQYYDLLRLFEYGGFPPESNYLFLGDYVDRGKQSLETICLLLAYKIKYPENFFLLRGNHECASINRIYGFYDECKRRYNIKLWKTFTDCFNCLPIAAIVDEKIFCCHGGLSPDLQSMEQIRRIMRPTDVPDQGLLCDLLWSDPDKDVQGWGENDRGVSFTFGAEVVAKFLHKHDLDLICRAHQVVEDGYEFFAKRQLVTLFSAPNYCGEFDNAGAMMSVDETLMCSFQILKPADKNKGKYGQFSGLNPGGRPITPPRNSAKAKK
PAFAH2 FP inh = inhibitors of human PAFAH2; Q99487; recombinant PAFAH2, FP-rhodamine activity probe, fluorescence polarization; inhibition, % at 3.39 µM; 340,000 compounds, 0.99% hits; AID 492956;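 active = inhibition above the mean over all tested compounds plus 3 SD, cut at about 30% in these data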;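 note: inhibitors block probe labeling of enzyme so polarization drops; 0% = enzyme with DMSO and 100% = wells lacking PAFAH2 protein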
PP5 primary = inhibitors of human protein phosphatase 5 (PP5). AID 1987. P53041. purified PP5c, OMFP substrate fluorescence. inhibition, % at 6.7 µM. 320,000 compounds, 0.18% hits;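 active = inhibition above the campaign's mean inhibition across all tested compounds plus 3 SD, cut at about 9.5% in these data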;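 note: 0% = DMSO only and 100% = 100 µM cantharidin control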
TPT1 inh = inhibitors of Candida albicans tRNA 2'-phosphotransferase TPT1; inhibition, % at 5 µM; AID 1962; recombinant caTPT1, FP RNA substrate dephosphorylation; 300,000 compounds, 0.81% hits;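 active = inhibition above the mean of all tested compounds plus 3 SD, set per screening campaign, cut at about 24% in these data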;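 note: plate controls were DMSO alone for no effect and ferristatin control at 100 nM for full effect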
CTSL1 counter = counter-screen for PFM18AAP inhibitors: inhibitors of F. hepatica cathepsin L1. 300,000 compounds, 0.49% hits. inhibition, % at 5.96 µM. AID 1906. recombinant F. hepatica cathepsin L1, Z-Leu-Arg-MCA fluorescence;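 active = inhibition above the mean of all tested compounds plus 3 SD, set per screening campaign, cut at about 17% in these data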;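 note: 0% = plate median of test compound wells and 100% = 1 µM Z-Phe-Ala-diazomethylketone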
procasp3 activ = procaspase-3 (human) activation. AID 463141. activation, % at 8.5 µM. recombinant procaspase-3 D3A, Ac-DEVD-pNA absorbance 405 nm. 330,000 compounds, 0.11% hits;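 active = activation above the mean of all tested compounds plus 3 SD, cut at about 21% in these data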;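 note: 0% = DMSO alone and 100% = DMSO wells spiked with extra 5 µM PC-3 D3A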
Target sequence (P42574 whole entry D9A/D28A/D175A): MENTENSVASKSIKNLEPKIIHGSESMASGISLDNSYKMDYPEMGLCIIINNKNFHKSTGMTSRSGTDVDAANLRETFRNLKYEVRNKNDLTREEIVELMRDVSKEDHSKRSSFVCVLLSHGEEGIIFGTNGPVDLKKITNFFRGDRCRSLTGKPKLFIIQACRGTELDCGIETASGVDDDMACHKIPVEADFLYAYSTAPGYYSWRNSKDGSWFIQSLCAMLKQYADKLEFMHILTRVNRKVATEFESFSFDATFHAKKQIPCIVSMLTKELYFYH
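System: Procaspase-3 D3A mutant. Medium: Zinc-free 300 mM NaCl, 50 mM HEPES, 0.01% Triton X-100. Schedule: 1 h preincubation plus 2 h reaction at 25 °C. Measured by: 405 nm absorbance of p-nitroaniline, reads at 0 and 120 min. Read-out: percent activation relative to control range.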
AHR act = human AHR activation. 320,000 compounds, 2.5% hits. activation, % at 5 µM. AID 2796. P35869. AHR-responsive luciferase reporter cells, luminescence; in the data active = activation above about 47%;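 note: 0% = vehicle wells and 100% = reference agonist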
* hit, by the source's call; nt = not tested or not shown. The order is random. Share with any hit: about 5.6%.

SMILES	core dimer inh	proCasp7 act	PP1 counter	PAFAH2 FP inh	PP5 primary	TPT1 inh	CTSL1 counter	procasp3 activ	AHR act
Cc1ccc(S(=O)(=O)N2CCOCC2)cc1C(=O)OCC(=O)Nc1ccc2c(c1)OCO2	15	5	-2	37*	-0.5	0	-2	-3	2
Cc1ccc(NC(=O)CN2C(=O)S/C(=C\c3cccn3-c3cccc(C(=O)O)c3)C2=O)c(C)c1	23	-4	0	-15	3.0	5	-3	-4	3
Cn1cnc([N+](=O)[O-])c1N=C(N)N	0	-4	-1	1	1.1	-3	-2	-5	-2
O=C(C1CCN(S(=O)(=O)N2CCOCC2)CC1)N1CCN(Cc2ccccc2)CC1	4	-2	-3	6	-0.9	0	1	-2	2
O=C(Nn1cnc2ccccc2c1=O)c1ccc([N+](=O)[O-])cc1Cl	2	-7	-6	5	-0.2	-3	-1	-8	0
COc1ccc(NC(=O)c2cc(S(=O)(=O)N3CCCCC3)c[nH]2)c(OC)c1	7	2	-2	3	1.3	2	2	3	10
CC(C)C12CN3CC(C(C)C)(CN(C1)C3c1ccc3c(c1)OCO3)C2=O (configuration not stated)	2	0	2	5	5.4	-5	3	6	2
O=C(NCCc1c[nH]c2ccccc12)c1cc(Cl)c2c(c1)OCO2	17	6	0	15	0.7	-1	0	-4	48*
CC/C(=N\NC(=O)CNC(=O)/C=C/c1ccc(OC)cc1)c1ccccc1	-18	4	-7	5	0.7	3	9	3	2
NC(=O)c1c(NC(=O)c2cc3ccccc3o2)sc2c1CCC2	27	-9	7	15	2.6	21	5	-5	86*
CCN1C(=O)c2cccc3c(S(=O)(=O)NC(Cc4c[nH]c5ccccc45)C(=O)O)ccc1c23 (configuration not stated)	-4	-2	1	-5	2.8	1	-2	-6	0
CC(C)CN1CCN(Cc2ccc3ncccc3c2)CC1CCO (configuration not stated)	-3	12	1	3	-0.5	3	-1	3	4
CCC(=O)Nc1ccc(-c2cc(-c3ccccc3)nc(-c3ccc(NC(=O)CC)cc3)n2)cc1	18	6	6	-50	0.5	2	0	5	24
CC(=O)Nc1c(C(=O)N2CCOCC2)cnn1-c1ccc(C)c(C)c1	7	-7	-6	-3	2.2	0	-3	7	2
O=C(COC(=O)[C@H](Cc1ccccc1)N1C(=O)c2ccccc2C1=O)Nc1ccc2c(c1)OCO2	12	-6	0	9	3.5	1	23*	-2	4
Cc1cccc(Oc2cc(N)cc([N+](=O)[O-])c2)c1	1	5	-1	-2	0.5	3	4	5	1
CCOc1ccc(CN(C)CC(=O)Nc2cccc(S(=O)(=O)N(C)c3ccccc3)c2)cc1	2	0	2	-3	0.8	3	0	3	0
CCCCN(C)C(=O)c1cc2cc3ccc(OC)cc3nc2o1	1	-3	0	5	2.7	-1	0	4	7
COc1ccccc1CNC(=O)C1CCN(C(=O)[C@@H]2Cc3ccccc3CN2)CC1	-5	11	-7	10	-0.9	2	0	3	2
COc1ccc(S(=O)(=O)NCCCc2ccccc2)cc1	3	13	-3	12	0.5	-5	1	-5	-3
N#CCCN(C(=O)COC(=O)c1ccc(S(=O)(=O)Nc2ccccc2)cc1)c1ccccc1	-1	3	0	-2	-0.7	-3	-4	-1	-1
Cc1cc(C)nc(Nc2n[nH]c(-c3ccc(C(C)(C)C)cc3)n2)n1	3	6	0	-4	2.2	-7	4	9	4
O=C(CC(=O)NCc1ccccc1)NCc1ccccc1	1	4	-4	9	1.4	2	-2	13	-2
Cc1sc2nc(SCC(N)=O)n(-c3ccccc3)c(=O)c2c1C	5	-6	2	7	-1.2	-3	-2	3	1
CC(=O)Nc1ccc(N2C(=O)c3cccc(NC(C)=O)c3C2=O)cc1	-7	3	-3	-12	-0.8	-5	1	-8	-8

Other structures:
SMILES	core dimer inh	proCasp7 act	PP1 counter	PAFAH2 FP inh	PP5 primary	TPT1 inh	CTSL1 counter	procasp3 activ	AHR act
Cc1cccc2c1[nH]c1nc(N/N=C\c3ccco3)nnc12	-2	4	0	nt	4.6	-3	3	2	79*
Nc1cc(=O)[nH]c(SCC(=O)Nc2ncc(C(F)(F)F)cc2Cl)n1	3	-6	2	-4	2.9	-1	-3	-5	0
O=C(c1cccc(OC2CCN(C3CCCC3)CC2)c1)N1CCCCCCC1	4	-6	-5	1	-0.7	0	2	4	-1
COc1ccccc1C(CC(=O)N1CCCC1)c1ccc2c(c1)OCO2 (configuration not stated)	1	4	-2	-3	-2.1	4	5	3	2
O=C(COC(=O)c1ccco1)Nc1ccc(Cl)cn1	nt	-5	nt	45*	nt	nt	nt	1	11
CCOC(=O)c1[nH]c(C)c(C(=O)N2CCN(c3cccc(Cl)c3)CC2)c1C	3	8	1	2	0.6	-1	3	6	2
O=C1CCC/C1=C/Nc1ccc2c(c1)OCO2	24	-27	0	5	-2.8	3	10	-9	73*
COc1cc(C2=Nc3ccc(Br)cc3C(c3ccccc3)N2CC(=O)NN)cc(OC)c1OC (configuration not stated)	5	5	-1	nt	0.5	0	1	1	3
CCc1cc2c(nc1CC)CCN(CC/C(C)=N/O[C@@H](C)c1cc(-c3c(C)cc(C)cc3C)no1)C2	-2	13	1	nt	2.0	9	0	9	4
CC(C)CCNC(=O)CN(C(=O)CCC(=O)Nc1ccccn1)c1ccc(F)c(Cl)c1	2	-2	-5	-4	0.5	0	1	8	1
COC(=O)c1ccc(SCc2cnc(Cl)s2)cc1	-4	2	2	1	2.1	-1	-4	1	0
CC1Cc2ccccc2N1C(=O)Cn1c(=O)oc2cc(S(=O)(=O)N3CCCCC3)ccc21 (configuration not stated)	14	-4	2	4	2.2	-1	-1	-3	-1
C(#Cc1ccc(C#CCN2CCOCC2)cc1)CN1CCOCC1	-2	0	-3	-4	-1.5	0	0	-5	0
COC(=O)C1=C(C)N(Cc2ccccc2)C(=NCC(C)C)N[C@H]1c1ccccc1	3	-5	8	nt	0.4	-3	1	-11	0
COc1ccc(NC(=O)CN(C)C(=O)C(Sc2ccccc2)c2ccccc2)cc1 (configuration not stated)	nt	6	6	8	3.4	nt	nt	-1	4
COc1ccccc1CNC(c1ccccc1)c1ccccc1	-11	-3	-1	5	0.1	-3	-1	-2	2
Cc1ccc2cc(CN(CCN(C)C)C(=S)Nc3ccccc3)c(=O)[nH]c2c1C	-9	3	3	-3	2.2	2	4	-5	21
CC1CCCCN1C(=O)C12CCC(C)(/C(=N/O)C1)C2(C)C (configuration not stated)	3	1	-1	-2	-0.8	0	-4	0	1
Cc1ccc(NC(=O)N2CCC(c3nc4c(nnn4Cc4c(F)cccc4Cl)c(=O)[nH]3)CC2)cc1	15	8	4	6	3.8	-1	0	1	-1
Cc1ccc2nc(C3CCN(C(=O)NCc4ccccc4)CC3)[nH]c2c1	0	-8	-1	-1	0.6	0	-2	-5	16
CSc1ccc(/C=C/C(=O)OCC(=O)N2CCc3ccccc32)cc1	nt	-3	7	-1	2.3	nt	nt	15	5
O=C(NC(=S)Nc1cccc(F)c1)c1cccc([N+](=O)[O-])c1	2	-22	0	-5	-3.2	-4	0	-3	96*
COc1ccc(Cn2nnnc2C(C(C)C)N2CCN(c3ccccc3OC)CC2)cc1 (configuration not stated)	18	9	0	2	1.5	0	3	2	8
Cc1nc2c(C)cccn2c1C(=O)N/N=C/c1ccccc1[N+](=O)[O-]	2	9	1	8	-0.2	0	1	4	4
O=C(Nc1c2c(nc3c1CCC3)CCCC2)c1ccccn1	-6	-5	-6	-1	1.6	3	-2	5	9

New compounds follow
SMILES	core dimer inh	proCasp7 act	PP1 counter	PAFAH2 FP inh	PP5 primary	TPT1 inh	CTSL1 counter	procasp3 activ	AHR act
Cc1ccc(S(=O)(=O)N2CCOC2CNC(=O)C(=O)NCC(C)C)cc1 (configuration not stated)	-1	11	-15	1	2.8	1	16	-5	0
Cc1ccc(S(=O)(=O)c2ccc(-n3nc(C)cc3N)cc2)cc1	0	13	-1	nt	0.0	-2	-1	7	0
COc1ccc(S(=O)(=O)N2CCCCCC2)cc1C(=O)OCc1cccc(OC)c1OC	-2	4	-2	18	-0.4	-3	4	7	0
COc1ccc(OC)c(S(=O)(=O)n2nnc3ccccc32)c1	-4	-7	1	3	2.7	-5	-3	5	0
COc1ccc(-c2nnc(SCC(=O)N3CCOCC3)o2)cc1	0	8	-2	2	1.6	-1	2	-7	7
CCOC(=O)c1cccc(NC(=O)CC2Oc3ccccc3NC2=O)c1 (configuration not stated)	1	0	0	-3	0.3	-4	-2	10	1
Cc1ccc(C(=O)NCc2ccc3c(c2)OCO3)c(C)c1	6	-1	-2	-3	-1.9	-3	3	-1	2
C/C(CCN1CCCCc2nc(C)c(C)cc21)=N\O[C@H](C)c1cn([C@H](CO)Cc2ccccc2)nn1	7	6	2	nt	-1.9	1	1	7	1
CC(C)OC(=O)CSc1nc(-c2ccc(F)cc2)nc2ccc(F)cc12	5	-7	-2	8	-0.2	-1	1	-5	8
O=C(Nc1ccc(S(=O)(=O)Nc2ncccn2)cc1)c1ccccc1NS(=O)(=O)c1ccc(Cl)cc1	5	8	4	50*	2.5	0	1	0	1
CCNC(=O)c1c(C)nc2ccccn12	-5	14	1	4	0.4	0	-1	-10	0
CCCn1c(=O)c2ccccc2n2c(SCc3nnc(-c4ccccc4Br)o3)nnc12	-2	17	4	-6	-1.3	0	0	-7	-2
COc1ccc(N2CCN(C(=O)c3cc(C)oc3C)CC2)cc1	-5	7	-4	4	0.6	-3	-2	1	4
COc1ccc(N(C(=O)CNC(=O)c2ccco2)C(C(=O)NC2CCCC2)c2ccco2)cc1 (configuration not stated)	4	2	0	3	1.3	-2	-3	4	-1
CCc1cccc2c(-c3csc(=NC)n3C)c[nH]c12	-2	3	0	nt	1.2	-4	4	6	16
C/C(=N\Nc1ccc(C(=O)O)cc1)c1nc2ccccc2n1C	-6	1	-2	nt	1.5	-3	3	2	12
CCc1ccccc1NC(=O)C1CCN(S(C)(=O)=O)CC1	1	8	-3	nt	-0.9	-1	-3	7	-1
N/C(=N\OC(=O)CCCOc1ccccc1)c1cccc([N+](=O)[O-])c1	-4	0	-1	5	1.2	4	-49	-6	0
O=C(c1ccco1)N(Cc1ccc(Cl)cc1)C1CCS(=O)(=O)C1 (configuration not stated)	-1	5	1	11	-0.7	-2	-1	0	1

Rewritten with each value named: part of the list above.
> C/C(=N\Nc1ccc(C(=O)O)cc1)c1nc2ccccc2n1C
  core dimer inh: -6	proCasp7 act: 1	PP1 counter: -2	PAFAH2 FP inh: nt	PP5 primary: 1.5	TPT1 inh: -3	CTSL1 counter: 3	procasp3 activ: 2	AHR act: 12
> CCc1ccccc1NC(=O)C1CCN(S(C)(=O)=O)CC1
  core dimer inh: 1	proCasp7 act: 8	PP1 counter: -3	PAFAH2 FP inh: nt	PP5 primary: -0.9	TPT1 inh: -1	CTSL1 counter: -3	procasp3 activ: 7	AHR act: -1
